Bioassay records as filed in PubChem.
BRCA1 expr act: BRCA1 expression activation; MCF7-BRCA1-FFLuc reporter, luminescence, 48 h; response scale: scaled: vehicle 0%, 10 µM genistein 100%; Potency, µM (doses to about 46.1 µM), for the others: at the top dose activation, most hits filed as activators; AID 624202; 380,000 tested, 1.1% active; active = well fitted activation curve with a large enough effect; inconclusive = small, poorly fitted or top-dose-only effect; inactive = no such curve, though single readings can be large or run the other way; note: nearly all actives have a fitted effect of over 80% in size; some results filed as inactive show a strong effect at the top dose
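Activators of BRCA1 expression were detected as increased firefly luciferase luminescence in engineered MCF7 cells after 48 h compound incubation. Signals were scaled to genistein 10 microM as full activation.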
Numbers without * were called inactive; ? = inconclusive. Potency is the fitted concentration of half-maximal effect. This is a subset; the hit share may differ from the screen's.

| BRCA1 expr act | SMILES |
| --- | --- |
| 4% | Cc1ccc(S(=O)(=O)c2nc(/C=C/c3ccccc3)oc2N2CCC(C(N)=O)CC2)cc1 |
| 2% | COc1ccc(CC(=O)N2CCN(C(=O)Cc3ccc(OC)c(OC)c3)CC2)cc1OC |
| -44% | CC(=O)Nc1ccc(S(=O)(=O)Nc2nnc(C)s2)cc1 |
| -47% | COc1ccccc1-c1cccc(-c2nc(C(=O)Nc3nccs3)cc3c2[C@H](CCO)N(C(C)=O)C3)c1 |
| 6% | O=C(NCc1ccccc1Cl)c1ccc2nc([C@@H]3O[C@H](CO)[C@H](O)[C@H](O)[C@H]3O)[nH]c2c1 |
| -40% | CN(C)c1ccc(C2C=Cc3ccccc32)c2ccccc12 (configuration not stated) |
| -58% | NC(c1csc(Nc2nccc(C(F)(F)F)n2)n1)C1CCCCC1 (configuration not stated) |
| 18% | CCc1nc2ccc(C(=O)Nc3ccc(OC)c(OC)c3)cn2c1N(CC)CCOC |
| -5% | CN(C)c1ccc(/C=C/c2ccnc3ccc([N+](=O)[O-])cc23)cc1 |
| -1% | Cc1cccc(CNC(=O)C2CCC(=O)N(CCCc3ccccc3)C2)c1 (configuration not stated) |
| 19% | CCOC(=O)[C@]12CCC=C1N(CCC1=CCCCC1)C(=O)[C@H](CC(=O)N1CCN(C(=O)c3ccco3)CC1)C2 |
| 23% | O=C1NC[C@H](CCCCN2C[C@H](Cc3ccccc3)N(CCc3ccc(O)cc3)C(=O)C2=O)N(CC2CCCCC2)C1=O |
| -15% | COc1cc2c(NC3CCN(C)CC3)nc(N3CCCN(C)CC3)nc2cc1OCCCCN(C)C |
| 0% | COc1c(F)cccc1C1=CC(=O)C[C@H](c2ccc(F)cc2)C1 |
| 14% | COc1ccccc1CNC(=O)C[C@@H]1C[C@H]2c3cc(NC(=O)c4ccc5c(c4)OCO5)ccc3O[C@H]2[C@@H](CO)O1 |
| 0% | COc1cc2c(NC3CCN(C)CC3)nc(N3CCCN(C)CC3)nc2cc1OCCCN(C)C |
| -7% | Cn1ccc2c(/C=C/c3ccc(F)cc3)cc3c(c21)C1CCC3O1 (configuration not stated) |
| 0% | C[C@@H]1CCCCO[C@H](CN(C)S(=O)(=O)c2cccs2)[C@@H](C)CN([C@H](C)CO)C(=O)c2cc(NC(=O)C3CCCCC3)ccc2O1 |
| 11% | Cc1ccc2nc(CN(C)C(=O)[C@H]3O[C@@H](n4ccc(N)nc4=O)[C@H](O)[C@@H]3O)[nH]c2c1 |
| 4% | C[C@@H]1CN([C@H](C)CO)C(=O)CCCn2nncc2CO[C@H]1CN(C)Cc1ccc(O)cc1 |
| -66% | Cc1ccc([C@H]2C[C@H](O)[C@@H](n3cc(COC(=O)c4ccccc4)nn3)CN2CC2CCCCC2)cc1 |
| 2% | COc1ccc(N2CCN(C(=O)CSc3nnc4nc(C)cc(C)n34)CC2)cc1 |
| -30% | CCOC(=O)C1=C[C@@H](C(C)C)N(S(=O)(=O)c2ccc([N+](=O)[O-])cc2)[C@H]1c1ccccc1 |
| -23% | CCOC(=O)C1=CCN(S(=O)(=O)c2cccc(Cl)c2)C1c1ccc(F)cc1 (configuration not stated) |
| 3% | N#CCCN(CCCN1CCOCC1)CN1C(=O)c2ccccc2C1=O |
| 50% | Clc1ccccc1-c1cccc2nccn12 |
| 17% | O=C(NCCN1CCC(n2c(=O)[nH]c3ccccc32)CC1)c1cc(F)cc(F)c1 |
| 0% | Cc1nc2ccc(C(=O)NCCCN3CCCC3=O)cn2c1N(C)C(=O)CCc1ccccc1 |
| 10% | CC1(C(=O)NS(=O)(=O)c2ccc(C#N)cc2)CCN1C(=O)c1cccc2ccccc12 (configuration not stated) |
| ? | OC(c1ccccc1)c1ncc(-c2ccccc2F)[nH]1 (configuration not stated) |

Some of the entries so far, with bars between the fields.
molecule | BRCA1 expr act
Clc1ccccc1-c1cccc2nccn12 | 50%
CCOC(=O)C1=C[C@@H](C(C)C)N(S(=O)(=O)c2ccc([N+](=O)[O-])cc2)[C@H]1c1ccccc1 | -30%

Carrying on.
| BRCA1 expr act | SMILES |
| --- | --- |
| 13µM* | COc1ccc(Nc2nc(C)c(C(C)=O)s2)cc1 |
| 2% | COCCCn1cc(CN2CC(N3CCN(C4CCN(C)CC4)CC3)CS2(=O)=O)nn1 (configuration not stated) |
| 11% | CC(C)NC(=O)Nc1nnc([C@@H]2C[C@H](O)[C@@H](CO)O2)s1 |
| -11% | CC1(Cc2ccc(F)c(Cl)c2)C(=O)Nc2c(Cl)cccc21 (configuration not stated) |
| -7% | O=C1Nc2ccccc2C(=O)N2c3ccccc3NC(=O)C12 (configuration not stated) |
| -80% | Cc1cccc(-c2ccc3[nH]c4c(c3c2)CCN2C[C@@H]([C@H](C)O)[C@@H](N(C)C(=O)Nc3ccc(F)cc3)C[C@@H]42)c1 |
| 8% | Cc1nc2ccc(C(=O)N3CCC(O)(Cc4ccccc4)CC3)cn2c1N(C)C(=O)CCc1ccccc1 |
| 12% | CC1(C(=O)Nc2ccc3c(c2)OCCO3)CCN1C(=O)Cc1cc(F)ccc1F (configuration not stated) |
| -7% | O=C1c2ccccc2C(c2nnnn2-c2ccc3c(c2)OCCO3)N1CCc1ccc(O)cc1 (configuration not stated) |
| 8% | O=C1NC[C@@H](CCCCN2CCN(Cc3ccccc3)C(=O)C2=O)N(CCC2CCCCC2)C1=O |
| 10% | COC(=O)[C@]12CCCCC=C1N(Cc1ccco1)C(=O)[C@H](CC(=O)N1CCN(C(=O)C3CC3)CC1)C2 |
| -2% | O=C1NC[C@@H](CCCCN2C[C@H](Cc3ccccc3)N(Cc3ccccc3)C(=O)C2=O)N(CCc2ccccc2)C1=O |
| -23% | Cc1noc(C)c1S(=O)(=O)NC(=O)C1(C)CCN1C(=O)c1ccccc1CCc1ccccc1 (configuration not stated) |
| 4% | COc1cccc(-c2oc3c(c2-c2ccc(OC)nc2)C(O)CCC3)c1 (configuration not stated) |
| -11% | Cn1nc(C(C)(C)C)cc1C(=O)N1CCCCC1c1cc(C(=O)N2CCOCC2)no1 (configuration not stated) |

Given bar-delimited: entries from further up
compound | BRCA1 expr act
COc1ccc(N2CCN(C(=O)CSc3nnc4nc(C)cc(C)n34)CC2)cc1 | 2%
CCOC(=O)C1=C[C@@H](C(C)C)N(S(=O)(=O)c2ccc([N+](=O)[O-])cc2)[C@H]1c1ccccc1 | -30%
CCOC(=O)C1=CCN(S(=O)(=O)c2cccc(Cl)c2)C1c1ccc(F)cc1 (configuration not stated) | -23%
N#CCCN(CCCN1CCOCC1)CN1C(=O)c2ccccc2C1=O | 3%
Clc1ccccc1-c1cccc2nccn12 | 50%
O=C(NCCN1CCC(n2c(=O)[nH]c3ccccc32)CC1)c1cc(F)cc(F)c1 | 17%
Cc1nc2ccc(C(=O)NCCCN3CCCC3=O)cn2c1N(C)C(=O)CCc1ccccc1 | 0%
CC1(C(=O)NS(=O)(=O)c2ccc(C#N)cc2)CCN1C(=O)c1cccc2ccccc12 (configuration not stated) | 10%
OC(c1ccccc1)c1ncc(-c2ccccc2F)[nH]1 (configuration not stated) | ?
COc1ccc(Nc2nc(C)c(C(C)=O)s2)cc1 | 13µM*
COCCCn1cc(CN2CC(N3CCN(C4CCN(C)CC4)CC3)CS2(=O)=O)nn1 (configuration not stated) | 2%
CC(C)NC(=O)Nc1nnc([C@@H]2C[C@H](O)[C@@H](CO)O2)s1 | 11%
CC1(Cc2ccc(F)c(Cl)c2)C(=O)Nc2c(Cl)cccc21 (configuration not stated) | -11%
O=C1Nc2ccccc2C(=O)N2c3ccccc3NC(=O)C12 (configuration not stated) | -7%
Cc1cccc(-c2ccc3[nH]c4c(c3c2)CCN2C[C@@H]([C@H](C)O)[C@@H](N(C)C(=O)Nc3ccc(F)cc3)C[C@@H]42)c1 | -80%
Cc1nc2ccc(C(=O)N3CCC(O)(Cc4ccccc4)CC3)cn2c1N(C)C(=O)CCc1ccccc1 | 8%
CC1(C(=O)Nc2ccc3c(c2)OCCO3)CCN1C(=O)Cc1cc(F)ccc1F (configuration not stated) | 12%
O=C1c2ccccc2C(c2nnnn2-c2ccc3c(c2)OCCO3)N1CCc1ccc(O)cc1 (configuration not stated) | -7%
O=C1NC[C@@H](CCCCN2CCN(Cc3ccccc3)C(=O)C2=O)N(CCC2CCCCC2)C1=O | 8%
COC(=O)[C@]12CCCCC=C1N(Cc1ccco1)C(=O)[C@H](CC(=O)N1CCN(C(=O)C3CC3)CC1)C2 | 10%
O=C1NC[C@@H](CCCCN2C[C@H](Cc3ccccc3)N(Cc3ccccc3)C(=O)C2=O)N(CCc2ccccc2)C1=O | -2%

Next entries.
| BRCA1 expr act | SMILES |
| --- | --- |
| -13% | Cc1cccc(-c2cnc(C(O)c3ccc4ccccc4c3)[nH]2)c1 (configuration not stated) |
| -73% | COc1cc2c3c(cccc3c1)C(=O)N(CCN1CCCC1)C2=O |
| 3% | O=S(=O)(NCC1CCCO1)c1ccc(Cl)c2ccccc12 (configuration not stated) |
| -75% | Cc1cccc(C2CC(c3ccccc3)=NN2c2ccc(S(N)(=O)=O)cc2)c1 (configuration not stated) |
| -43% | COC(=O)C(=Cc1ccncc1)c1cccc2ccccc12 |
| -33% | CCOC(=O)C1=CCN(S(=O)(=O)c2ccc(C)cc2)[C@H]1c1ccccc1Cl |
| 0% | CNc1ncnc2c1ncn2[C@H]1CN(CCc2ccccc2)C[C@@H](CO)O1 |
| -46% | COc1ccc(Cc2c(C3CCCCC3)nc3c(C)cc(Br)cn23)c(C)c1 |
| -10% | Cc1cc(-c2ccc(S(=O)(=O)NCc3ccc(Cl)cc3)cc2)on1 |
| 0% | COc1ccc([C@@H]2C[C@H]3[C@@H](CN2S(=O)(=O)c2ccccc2)C(=O)C[C@@H](c2ccc(OC)cc2)N3S(=O)(=O)c2ccccc2)cc1 |
| 7% | COC(=O)N(C)C[C@H]1OCc2cnnn2CCCC(=O)N([C@@H](C)CO)C[C@H]1C |
| 2% | COC(=O)C[C@H]1C[C@H]2c3cc(NC(=O)C4CCC4)ccc3O[C@H]2[C@H](CO)O1 |
| -42% | Cc1cc2nc(-c3ccc(C#N)cc3)c(Cc3cccc(F)c3)n2c(C)c1Br |
| 1% | O=C(NCC(F)(F)F)[C@H]1O[C@@H](n2ccc(=O)[nH]c2=O)[C@H](O)[C@@H]1O |
| 2% | CC(C)(C)Cc1nnc(NS(C)(=O)=O)s1 |
| -60% | Cc1cc(Br)ccc1NC(=O)CCCOc1cc(=O)n(C)c2ccccc12 |
| ? | O=c1[nH]cc(C#Cc2ccccc2)c2ncncc12 |
| 1% | COc1ccc(NC(=O)C[C@H]2C(=O)N(CCc3ccccc3)C[C@@H]2c2ccc(OC)cc2)cc1 |
| ? | Cc1ccnc(Nc2ccc(CCO)cc2)n1 |
| 59% | COc1ccc(C#CC2=CC(=O)CC(C)(C)C2)cc1 |
| -6% | O=C(c1cc(C2CC2)nn1-c1ccccc1)N1CCN(Cc2ccccc2)CC1 |
| 2% | CC1(C)CC(=O)C=C(c2n[nH]nc2-c2ccc(F)c(F)c2)C1 |
| -1% | O=C(Nc1ccccc1)c1cc(C2CCCN(C(=O)c3cccs3)C2)on1 (configuration not stated) |
| -6% | CCn1cc(/C=C(\NC(=O)c2cc(OC)c(OC)c(OC)c2)C(=O)N2CCOCC2)c2ccccc21 |
| ? | CN(Cc1ccccc1)Cc1cc(=O)oc2ccccc12 |
| -23% | CN(Cc1cnn(-c2ccccc2)c1)C(=O)c1cccc(S(=O)(=O)N(C)c2ccccc2)c1 |
| 0% | CCCS(=O)(=O)NC(=O)C1(C)CCCN(C(=O)c2cc3ccccc3s2)C1 (configuration not stated) |
| -20% | Cc1ccc(S(=O)(=O)N2CCN(c3nc(-c4cccnc4)nc4ccccc34)CC2)cc1 |
| 3% | C[C@H]1CN([C@@H](C)CO)C(=O)CCCn2nncc2CO[C@H]1CN(C)C(=O)Nc1cccc2ccccc12 |
| 28% | O=C(CC1SC(N2CCCC2)=NC1=O)Nc1ccc(C(=O)NCc2ccccc2F)cc1 (configuration not stated) |
| -5% | CCc1nc2c(OCC3CCCCC3)cccn2c1N(C=O)Cc1ccc(OC)cc1 |
| -14% | CC(C)(C(=O)N1CCC1(C)C(=O)NS(=O)(=O)c1ccc(C#N)cc1)c1ccccc1 (configuration not stated) |
| 5% | CC1=C(C(=O)N(C(C)C)C(C)C)CC(CC(=O)NCc2cccs2)C(=O)N1CCCN1CCCC1=O (configuration not stated) |
| -6% | CC(=O)c1ccc(-c2cnc3c(NC=O)cc(-c4ccc(S(C)(=O)=O)cc4)cn23)cc1 |
| 17% | COc1cccc(C(O)c2ncc(-c3ccccc3)[nH]2)c1 (configuration not stated) |
| 0% | C[C@@H]1CN([C@H](C)CO)C(=O)CCCn2nncc2CO[C@@H]1CN(C)S(=O)(=O)c1cccc(F)c1 |
| 3% | O=C(Cn1ccc2ccccc2c1=O)NCCC(=O)N1CCN(C(=O)c2ccco2)CC1 |
| 4% | COc1cccc(C(O)c2ncc(-c3cccc(F)c3)[nH]2)c1 (configuration not stated) |
| -9% | CC(=O)c1ccc(Nc2nc(C(N)CC(C)C)cs2)cc1 (configuration not stated) |
| 66% | CCCc1nc2ccc(Cl)cn2c1Cc1ccsc1 |
| 9% | C[C@H](CO)N1C[C@H](C)[C@H](CN(C)S(=O)(=O)c2ccc(Cl)cc2)OCc2cnnn2CCCC1=O |
| 21% | O=C(O)C1CCN(C(=O)c2ccc(S(=O)(=O)N3CCCCCC3)cc2)CC1 |

Part of the list above, in CSV form:
SMILES,BRCA1 expr act
O=C(O)C1CCN(C(=O)c2ccc(S(=O)(=O)N3CCCCCC3)cc2)CC1,21%
CCc1nc2c(OCC3CCCCC3)cccn2c1N(C=O)Cc1ccc(OC)cc1,-5%
